Bioassay records (PubChem BioAssay)
mHTT CaM bind: inhibitors of human mutant huntingtin-calmodulin interaction; P42858; AlphaScreen His-mHTT/GST-CaM binding, luminescence; inhibition, % at 15 µM; actives 3.6% (n = 190,000); AID 1671202;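 note: 0% = both proteins with DMSO and 100% = one protein alone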
Target sequence (P42858 whole entry, looked up, stated change not applied): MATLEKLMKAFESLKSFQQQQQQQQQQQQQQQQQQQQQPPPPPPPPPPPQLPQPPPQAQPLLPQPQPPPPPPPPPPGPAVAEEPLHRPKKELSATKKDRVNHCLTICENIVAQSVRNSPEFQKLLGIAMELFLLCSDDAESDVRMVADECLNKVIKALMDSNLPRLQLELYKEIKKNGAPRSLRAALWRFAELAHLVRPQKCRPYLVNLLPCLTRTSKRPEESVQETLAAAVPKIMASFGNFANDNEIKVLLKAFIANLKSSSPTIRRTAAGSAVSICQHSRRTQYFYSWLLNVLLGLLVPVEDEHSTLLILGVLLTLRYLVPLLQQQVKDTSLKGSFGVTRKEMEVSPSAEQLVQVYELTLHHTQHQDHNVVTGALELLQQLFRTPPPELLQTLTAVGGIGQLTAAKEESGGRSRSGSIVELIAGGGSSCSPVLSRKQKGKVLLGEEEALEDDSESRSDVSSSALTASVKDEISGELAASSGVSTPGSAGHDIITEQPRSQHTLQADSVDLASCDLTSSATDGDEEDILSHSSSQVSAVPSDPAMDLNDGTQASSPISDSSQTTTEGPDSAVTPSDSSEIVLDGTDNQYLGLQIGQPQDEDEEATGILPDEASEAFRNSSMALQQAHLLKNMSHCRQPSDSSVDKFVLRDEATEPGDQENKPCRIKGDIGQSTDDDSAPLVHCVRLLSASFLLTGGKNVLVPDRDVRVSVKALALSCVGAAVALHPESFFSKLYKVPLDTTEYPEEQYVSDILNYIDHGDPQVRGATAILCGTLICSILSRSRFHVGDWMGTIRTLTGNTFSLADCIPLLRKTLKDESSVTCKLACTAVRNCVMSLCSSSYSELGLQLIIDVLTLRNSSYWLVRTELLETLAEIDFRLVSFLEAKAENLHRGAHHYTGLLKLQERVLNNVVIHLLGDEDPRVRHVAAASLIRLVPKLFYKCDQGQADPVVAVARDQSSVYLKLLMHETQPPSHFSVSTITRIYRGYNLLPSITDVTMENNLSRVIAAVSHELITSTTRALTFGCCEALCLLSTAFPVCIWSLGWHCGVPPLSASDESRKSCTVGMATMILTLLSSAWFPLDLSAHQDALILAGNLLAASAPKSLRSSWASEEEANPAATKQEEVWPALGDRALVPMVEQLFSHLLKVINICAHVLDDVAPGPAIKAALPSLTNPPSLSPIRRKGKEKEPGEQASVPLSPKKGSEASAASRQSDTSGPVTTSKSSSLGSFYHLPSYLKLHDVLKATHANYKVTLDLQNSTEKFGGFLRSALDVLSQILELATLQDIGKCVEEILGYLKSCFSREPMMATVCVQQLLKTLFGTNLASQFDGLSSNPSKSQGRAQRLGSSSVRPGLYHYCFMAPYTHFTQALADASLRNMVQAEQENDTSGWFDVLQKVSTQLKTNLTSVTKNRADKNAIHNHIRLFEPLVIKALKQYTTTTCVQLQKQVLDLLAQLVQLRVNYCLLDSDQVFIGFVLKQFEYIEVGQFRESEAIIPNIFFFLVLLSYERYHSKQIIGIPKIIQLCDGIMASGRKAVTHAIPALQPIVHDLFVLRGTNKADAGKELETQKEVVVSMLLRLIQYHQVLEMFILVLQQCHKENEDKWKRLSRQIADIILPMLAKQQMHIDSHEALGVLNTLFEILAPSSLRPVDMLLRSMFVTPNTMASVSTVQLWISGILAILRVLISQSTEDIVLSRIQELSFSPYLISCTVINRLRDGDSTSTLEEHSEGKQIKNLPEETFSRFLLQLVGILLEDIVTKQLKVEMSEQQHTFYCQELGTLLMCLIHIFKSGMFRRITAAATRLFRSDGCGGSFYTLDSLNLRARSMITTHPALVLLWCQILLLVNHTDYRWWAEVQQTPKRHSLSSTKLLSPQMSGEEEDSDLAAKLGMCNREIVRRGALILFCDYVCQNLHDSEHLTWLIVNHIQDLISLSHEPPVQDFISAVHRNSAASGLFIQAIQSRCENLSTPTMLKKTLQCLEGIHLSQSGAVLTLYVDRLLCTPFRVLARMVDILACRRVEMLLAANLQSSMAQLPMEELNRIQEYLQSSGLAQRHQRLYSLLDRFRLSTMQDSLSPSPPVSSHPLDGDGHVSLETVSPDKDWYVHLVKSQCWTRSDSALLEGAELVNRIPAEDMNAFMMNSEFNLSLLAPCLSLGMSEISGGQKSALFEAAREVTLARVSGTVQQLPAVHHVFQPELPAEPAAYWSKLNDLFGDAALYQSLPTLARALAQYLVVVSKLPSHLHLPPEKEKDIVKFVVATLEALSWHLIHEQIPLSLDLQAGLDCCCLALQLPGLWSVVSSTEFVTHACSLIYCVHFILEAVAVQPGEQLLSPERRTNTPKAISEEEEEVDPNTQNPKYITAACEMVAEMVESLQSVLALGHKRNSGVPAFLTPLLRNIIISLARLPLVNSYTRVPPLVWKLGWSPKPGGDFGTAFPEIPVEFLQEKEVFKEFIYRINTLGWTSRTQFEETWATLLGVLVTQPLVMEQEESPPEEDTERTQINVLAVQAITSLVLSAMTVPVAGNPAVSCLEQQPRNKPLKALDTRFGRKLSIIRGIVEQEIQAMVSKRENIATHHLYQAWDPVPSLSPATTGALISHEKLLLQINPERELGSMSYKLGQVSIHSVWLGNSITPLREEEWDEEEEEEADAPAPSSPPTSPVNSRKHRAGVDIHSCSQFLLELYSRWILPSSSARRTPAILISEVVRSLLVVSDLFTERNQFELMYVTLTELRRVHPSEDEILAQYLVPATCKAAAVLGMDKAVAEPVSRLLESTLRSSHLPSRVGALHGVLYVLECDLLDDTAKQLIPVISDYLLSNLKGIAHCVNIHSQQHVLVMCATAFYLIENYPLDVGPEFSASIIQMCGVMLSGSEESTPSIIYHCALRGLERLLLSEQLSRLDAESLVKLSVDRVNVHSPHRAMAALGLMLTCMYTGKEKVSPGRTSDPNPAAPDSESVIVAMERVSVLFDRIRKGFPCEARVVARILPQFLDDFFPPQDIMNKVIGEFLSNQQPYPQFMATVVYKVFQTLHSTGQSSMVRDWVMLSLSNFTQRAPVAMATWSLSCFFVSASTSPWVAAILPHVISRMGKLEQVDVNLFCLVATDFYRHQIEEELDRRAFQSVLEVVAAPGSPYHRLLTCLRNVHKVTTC
Pf apPOL block: Pf-apPOL DNA polymerase inhibition; Recombinant Pf-apPOL, molecular beacon fluorescence, 1.5 h; inhibition, % at 10 µM; actives 0.25% (n = 210,000); AID 1794808
Starred values were filed as active, the others as inactive; i = inactive; x = no result given; & = joins results of further samples. Cut-off read from the data, not from the text of the source: active = inhibition above about 50%; inactive = the rest.

mol	Pf apPOL block	mHTT CaM bind
O=C(CN1CCN(c2ccc([N+](=O)[O-])cc2)CC1)Nc1ccc(F)cc1	-0.4	-1.3
Cc1cccc(OCC(=O)N2CCC(c3ccccc3)C2)c1 (configuration not stated)	-4.8	-0.6
Cc1nn(Cc2ccc(Cl)cc2)c(C)c1NC(=O)CCC(=O)O	-8.5	-1.0
O=C(Nc1c2c(nn1-c1ccc(F)cc1)CS(=O)(=O)C2)c1cc(Cl)ccc1[N+](=O)[O-]	-0.1	1.0
O=C(NC1CC1)c1ccc(-n2cccn2)nc1	-3.6	-6.2
COc1ccccc1-c1nnc(C2CCN(S(C)(=O)=O)CC2)s1	-9.4	-10.9
CNC(=O)c1cccc2c1CCN2C(=O)Nc1ccc(C)cc1	-3.2	-3.9
Cn1ccnc1SCC(=O)Nc1nccs1	-7.0	0.5
Cc1cccc(C)c1OCC(=O)N1CCCCC1CCN1CCCCCC1 (configuration not stated)	-8.8	2.2
COc1ccc(N2C(=O)CC(C(=O)NCCC3=CCCCC3)C2c2ccc(F)cc2)cc1 (configuration not stated)	-0.8	-11.0
CSc1nc(N2CCCC2)c2cnn(CCNC(=O)c3cc(-c4ccccc4)n[nH]3)c2n1	3.8	26.4
CS(=O)(=O)N(Cc1ccon1)c1ccc2c(c1)OCO2	x	2.4
CCc1ccccc1NC(=O)N1CCC(n2cnc3c(C)cccc3c2=O)CC1	-2.1	5.9
CC(C)CCN1C(=O)c2ccccc2C1C(=O)NC1CCCCC1 (configuration not stated)	-3.8	9.0
CS(=O)(=O)N(Cc1ccc(C(=O)NCCSc2ccccn2)cc1)c1ccccc1	0.2	-0.9
CCS(=O)(=O)N1CCN(c2ccc([N+](=O)[O-])c(N3CCc4ccccc4C3)c2)CC1	-3.1	13.0
CCCOC(=O)c1c(-c2ccccc2)nc(CC)c(C(=O)SCC)c1CCC	-1.0	x
c1ccc(CNc2nc(-c3ccccc3)[n+](-c3ccccc3)s2)cc1	-6.1	83.6*
O=C(C(c1ccccc1)c1ccccc1)N1CCN(C2CCCC2)CC1	1.3	2.9
Cc1ccc(NC(=O)C(=O)NCCN2CCN(S(=O)(=O)c3ccccc3)CC2)cc1C	3.4	-0.6

Other structures follow:
mol	Pf apPOL block	mHTT CaM bind
O=C(CCn1ccc(=O)[nH]c1=O)N1CCN(Cc2nc(-c3ccccc3)cs2)CC1	-12.8	-0.9
CCc1ccc(N2C=C(C(=O)N3CCOCC3)S(=O)(=O)c3ccccc32)cc1	0.9	2.9
CN1N=C(C(=O)N2CCCC2)S(=O)(=O)c2ccccc21	-5.6	-2.7
O=S(=O)(CCc1noc(C2CCCC2)n1)c1ccccc1	-1.6	-11.0
CCn1cnc2ccc(-c3noc(-c4ccc(Cl)cc4)n3)cc21	-0.5	-4.2
O=C(CCCOc1ccccc1)N1CCN(Cc2ccc3c(c2)OCO3)CC1	-6.9	14.3
COc1ccccc1NC(=O)CC1SC(=Nc2ccccc2)N(c2ccccc2)C1=O (configuration not stated)	-5.6	23.0
Cc1ccc2c(c1)C(=O)N1CCCC1C(=O)N2CC(=O)N1CCC(C)CC1 (configuration not stated)	-1.3	4.6
COc1cc(C=C2Oc3cc(OC(=O)C(C)C)ccc3C2=O)cc(OC)c1OC	-5.3	13.2
COc1ccccc1N1CCN(S(=O)(=O)c2cccs2)CC1	-10.8	-4.6
CCc1ccc(NC(=O)c2cnc(N3CCN(c4ncccn4)CC3)c3ccccc23)cc1	0.6	-7.0
N#Cc1ccc(C(=O)N2CCCC2COc2ccc(C(=O)NC3CC3)cc2)cc1 (configuration not stated)	-2.3	-5.3
O=C(NC1CC1)c1ccc(OCC2CCCN(C(=O)c3ccccn3)C2)cc1 (configuration not stated)	-3.5	5.3
COc1ccc2nc(C=CC(=O)c3ccc(O)cc3)ccc2c1	-4.2	34.4
O=C(CCC1CCN(c2cc(NC3CC3)ncn2)CC1)NCc1ccc(F)cc1	7.2	-0.3
Nc1nonc1-c1noc(CCCOc2ccc(Cl)cc2Cl)n1	0.3	-7.0&-4.0
COc1cc(NC(=O)Oc2ccccc2)ccc1N1CCCCC1=O	-13.1	-2.0
O=C(CN1C(=O)c2ccccc2C1=O)Nc1ccccc1N1CCOCC1	0.5	x
Cc1cc(N)n(-c2ccccc2)n1	1.1	-2.0
CC(=O)c1cccc(NC(=O)CN(C)S(=O)(=O)c2ccc(C)cc2)c1	-0.7	-0.4

The list goes on.
mol	Pf apPOL block	mHTT CaM bind
NC(=O)CSc1nc2ccccc2n1CC(N)=O	-2.4	0.0
Cc1[nH]c(C(=O)N2CCC(CC(=O)NCC3CCCO3)CC2)c(C)c1C (configuration not stated)	-7.9	10.5
COc1ccc(OC)c(N2C(=O)CCC2(C)C(=O)NC2CCCC2)c1 (configuration not stated)	-3.2	9.2
O=C(CSc1ccc(NC(=O)C2CC2)nn1)OCc1ccccc1	-2.9	-0.8
COc1ccccc1-c1nc(SCc2ccccn2)n[nH]1	5.2	-8.0
O=C(c1ccc(F)cc1)c1nc2c(n1O)CCCCC2	-3.9	15.0
Cc1ccc(C)c(S(=O)(=O)N=C(c2ccccc2)N(C)C)c1	-1.8	-3.0
Cc1cc(S(=O)(=O)n2ccc(-c3cc(Cl)sc3Cl)n2)cc(C)c1F	-15.4	x
O=C(CSc1nnc(-c2ccncc2)n1Cc1ccccc1)N1CCCc2ccccc21	-6.2	x
O=C(O)c1ccccc1-c1ccccc1C(=O)Nc1nc(-c2ccccc2)cs1	-12.1	-2.1
Cc1c([N+](=O)[O-])c([N+](=O)[O-])nn1CC(=O)NCc1ccccc1	0.8	-2.0
CC1=CC(=O)C(C(C)C)=C/C1=N\OC(=O)c1cccc(Br)c1	-4.2	i
O=C(c1ccccc1)c1cc(F)c(N2CCOCC2)cc1Cl	16.1	-15.0
CCOc1ccc(NC(=O)C2CCc3sc(C(=O)N(C)C)cc3C2)cc1 (configuration not stated)	1.9	3.6
COc1ccc(C(=O)N2CCCC3(C2)NC(=O)N(Cc2ccc(C)cc2)C3=O)cc1OC (configuration not stated)	-9.5	2.4
CC(C)C(NS(=O)(=O)c1cccs1)C(=O)Nc1ccc2c(c1)OCCO2 (configuration not stated)	-4.0	-3.0
CCN1CCN(C(=O)c2ccc([N+](=O)[O-])c(C)c2)CC1	-5.5	-1.8
Cc1nc2c(C(=O)NC3CCCC3)cnn2c(C)c1Cc1c(F)cccc1Cl	-6.5	-6.0
COc1cccc(N2C(=O)C3C(C2=O)C2(C)c4ccccc4C3(C)c3ccccc32)c1 (configuration not stated)	2.8	0.0
COc1cc(NC(=O)c2ccccc2)c(OC)cc1NC(=O)Cc1ccc(Br)cc1	-5.1	3.9

Random excerpt: two records from the list
mol	Pf apPOL block	mHTT CaM bind
CC(C)C(NS(=O)(=O)c1cccs1)C(=O)Nc1ccc2c(c1)OCCO2 (configuration not stated)	-4.0	-3.0
O=C(CSc1ccc(NC(=O)C2CC2)nn1)OCc1ccccc1	-2.9	-0.8

Additional compounds
mol	Pf apPOL block	mHTT CaM bind
COc1ccc(N2CCN(CCNC(=O)C34CC5CC(CC(C5)C3)C4)CC2)cc1	-3.5	5.5
CCc1nnc(NC(=O)CSc2nc(C3CC3)nc3c2c(=O)n(C)c(=O)n3C)s1	-4.6	-6.5
CCC(=O)N1CCC(c2nc3cccnc3n2CC)C1 (configuration not stated)	1.6	-5.6
COC1(NS(=O)(=O)c2ccc(Br)cc2)C(C)=CC(=O)C=C1C	1.7	-9.0
O=C(Cc1ccc(F)cc1)Nc1ccc2c(c1)OC1(CCCCC1)O2	-8.4&-3.7	8.0&7.5
O=C(c1cccs1)N1CCCCC1c1nc(-c2cccnc2)no1 (configuration not stated)	-2.7	-11.1
O=c1[nH][nH]c(=O)c2cc([N+](=O)[O-])ccc12	1.5	-0.5
CC(=O)N1CCCC2(CC(c3cccc(N(C)C)c3)=CO2)C1 (configuration not stated)	-5.4	-17.8
Cc1cccc(N2C(=O)CC(N3CCN(c4ccc(F)cc4)CC3)C2=O)c1 (configuration not stated)	-2.6	-3.2
Cc1cnc2c(c1NCc1cccs1)c(=O)n(C)c(=O)n2C	-1.0	-16.7
Cc1cccc2nc(CSc3nncn3-c3ccccc3)c(Br)n12	4.4	2.0
Cc1ccc(NC(=O)N2CCCC(CCC(=O)NCc3ccc(F)cc3Cl)C2)cc1 (configuration not stated)	-5.8	-11.4
COc1ccc(NC2=NS(=O)(=O)c3cc([N+](=O)[O-])ccc32)cc1	-1.3	2.7
CCCN(CCC)S(=O)(=O)c1ccc(C(=O)ON=C2CCCCC2)cc1	5.0&0.3	x
CCCCN1C[C@@H](COCc2ccccc2)Oc2cc(F)ccc2S1(=O)=O	-4.5	-66.4
NC(=O)c1cc2cc(Br)ccc2oc1=Nc1ccc(F)cc1F	1.1	1.0
COc1ccc(C=C2Oc3cc(OCC(=O)OC(C)C)ccc3C2=O)cc1OC	-3.9	-12.0
O=[N+]([O-])c1ccc2c(c1)C(N1CCOCC1)/C(=C/C1(O)CCCCC1)O2 (configuration not stated)	0.4	7.0
COc1ccc(C(=O)N2CC3CC2CC3NS(=O)(=O)c2cccnc2)cc1OC (configuration not stated)	-1.9	3.8
Cn1c(C2CCN(C(=O)c3n[nH]c4ccccc34)C2)nc2ccncc21 (configuration not stated)	-2.0	3.7

Among those listed so far, these have a COOH group.
mol	Pf apPOL block	mHTT CaM bind
Cc1nn(Cc2ccc(Cl)cc2)c(C)c1NC(=O)CCC(=O)O	-8.5	-1.0
O=C(O)c1ccccc1-c1ccccc1C(=O)Nc1nc(-c2ccccc2)cs1	-12.1	-2.1

The list goes on:
mol	Pf apPOL block	mHTT CaM bind
CSc1cccc(NC(=O)N2CCCC2c2nc(-c3ccccc3)no2)c1 (configuration not stated)	-1.1	6.8
CC(=O)N1CCN(c2ccc([N+](=O)[O-])c(N3CCCCC3)c2)CC1	-12.5	13.4
O=C(O)c1ccc(-n2cnnn2)cc1	-6.8	-4.3
C=CCSc1nnc2c(n1)OC(c1ccco1)Nc1ccccc1-2 (configuration not stated)	-14.2	43.0
Oc1ccccc1-c1cc(-c2ccc(Cl)cc2)n[nH]1	-5.1	41.8
Cc1ccc(-c2nnc(N)s2)cc1C	-5.5	3.2
Cc1ccccc1C(=O)N1CCC(C(=O)Nc2cccc([N+](=O)[O-])c2)CC1	0.4	3.0
CCCCNC(=O)CNC(=O)c1nn(-c2ccc(OC)c(OC)c2)c(=O)c2ccccc12	-7.3	2.0
CCCC(=O)N1CCCN(C2=NS(=O)(=O)C(c3ccc(C)cc3)=C2C)CC1	-3.1	5.3
COc1cccc2c1OC1(C)CC2NC(=O)N1c1cccc(C(=O)NCc2cccs2)c1 (configuration not stated)	-0.7	0.0
Cc1cccc(NC2CCS(=O)(=O)C2)c1 (configuration not stated)	1.3	1.3
COc1ccc(-n2nc3c(c2NC(=O)CCC2CCCC2)CS(=O)(=O)C3)cc1	-3.3	7.0
O=C(CSc1ccc(NC(=O)c2cccs2)nn1)Nc1cccc(Cl)c1Cl	-7.7	-18.5
Cc1ccccc1NS(=O)(=O)c1cccc(-c2nnc(-c3ccccc3)o2)c1	3.4	1.5
Cc1ccc(NC(=O)Nc2ccc3nncn3c2)c(C)c1	1.0	5.2
Cc1ccc(NC(=O)C(=O)c2c(O)[nH]c3ccccc23)cc1	-4.2	6.0
CC(C)(C)OC(=O)N1CSCC1C(=O)O (configuration not stated)	-7.6	x
Cc1cccc(NC(=O)C2CCN(c3cc(N4CCSCC4)ncn3)CC2)c1	0.5	8.5
CC(CC(=O)Oc1ccc(C(F)(F)F)cc1)S(=O)(=O)c1ccc(Cl)cc1 (configuration not stated)	-7.7&0.7	x
COc1ccc(C(=O)N2CC3CC2CC3NS(=O)(=O)c2cccs2)c(OC)c1 (configuration not stated)	-5.5	-3.9

(next part)
mol	Pf apPOL block	mHTT CaM bind
CC1C(=O)N(c2ccccc2-c2ccccc2)CCN1C(=O)C1CC1 (configuration not stated)	2.7	-2.1
O=c1[nH]c(-c2ccccc2O)nc2ccccc12	1.6&-13.7&1.4&-5.6	-9.0&-6.2
CCC(C(=O)Nc1c2c(nn1C(C)(C)C)CS(=O)(=O)C2)c1ccccc1 (configuration not stated)	-2.7	0.0
COc1ccc(NC(=O)c2coc3ccccc3c2=O)c([N+](=O)[O-])c1	-0.4	0.9
CC1C(=O)N(c2ccc3c(c2)CCC3)CCN1C(=O)c1ccccc1F (configuration not stated)	-1.0	5.8
CC(=O)NC1=NN(C(C)=O)C(C)(c2ccccc2)S1 (configuration not stated)	-6.8	3.0
CCOc1cc(/C=C2\NC(=O)NC2=O)cc(Br)c1OCc1ccc(C(=O)O)cc1	-0.9	9.0
CSc1cccc(NC(=O)Cc2csc(SCC(=O)Nc3ccc(C)cc3)n2)c1	-3.0	-2.9
O=C(Nc1c2c(nn1-c1cccc(Cl)c1)CS(=O)C2)c1ccc(Br)o1 (configuration not stated)	-4.0	1.0
Fc1ccc(CN2CCCCC2c2nc(-c3cnccn3)no2)c(F)c1 (configuration not stated)	-3.4	-1.3
CCCCCCn1cc(CN2CC(N3CCN(Cc4cccc(C)c4)CC3)CS2(=O)=O)nn1 (configuration not stated)	-6.7	7.0
CCOc1ccc(/C=C2/N=C(c3ccccc3[N+](=O)[O-])OC2=O)cc1	0.1	6.0
CC1(C)CC(=O)C2=C(C1)OC(N)=C(C#N)C2c1cn(-c2ccccc2)nc1-c1ccc(Cl)cc1 (configuration not stated)	0.8	100.2*
O=C(NCCSc1c[nH]c2ccccc12)c1ccccc1C(F)(F)F	-0.8	11.0
Cc1cccc(CN2CCCn3nc(C(=O)NCc4cccs4)cc3C2=O)c1	-0.5	6.3
CC(=O)c1ccc(NC(=O)COc2ccccc2[N+](=O)[O-])cc1	-1.5	-2.8
O=C(NCCc1ccc(Cl)cc1)c1cc(-c2cccnc2)nc2ccccc12	-7.3	58.0*

These rows are one share of the data (hit frequency here may not be typical).
